NLRP3 yeast inh: blocks the NALP3 inflammasome reconstituted in yeast. Yeast reconstituted NLRP3/ASC/caspase-1, beta-gal luminescence, 24 h. inhibition, % at 10 µM. 0.39% of 330,000 active;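 active = inhibition of 50% or more; inactive = inhibition below 50%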;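 also: plate controls were induced DMSO wells for no effect and uninduced yeast grown without galactose for full effect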
tim23-1 inh: growth inhibitors of tim23-1 mutant yeast | S. cerevisiae tim23-1 growth, BacTiter-Glo luminescence, 24 h | 1.3% of 330,000 active | inhibition, % at 20 µM;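 active = growth inhibition of the mutant yeast at or above 50%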;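 also: temperature-sensitive mutant grown at 25 °C; plate controls were DMSO-treated mutant yeast for no effect and medium wells lacking yeast for full effect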
tim10-1 inh: growth inhibitors of tim10-1 mutant yeast; inhibition, % at 20 µM; AID 463190; 2.2% of 330,000 active; S. cerevisiae tim10-1 ts strain growth, BacTiter-Glo, 24 h;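 active = inhibition of at least 40%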;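 also: mutant grown at 25 °C; 0% = DMSO wells with yeast and 100% = wells holding no yeast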
CHOP UPR activ: activators of apoptotic arm of unfolded protein response (CHOP); AID 449763; CHO-CHOP luciferase reporter, UPR activation, luminescence; percent of tunicamycin response over DMSO baseline; activation, % at 10 µM; 0.34% of 330,000 active;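 active = at 10 µM dose, activation of 40% or more, normalized to positive control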;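 also: 100% = tunicamycin at 10 µg/mL and 0% = DMSO alone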
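System: CHO-CHOP luciferase reporter cell line | Buffer or medium: F12 medium containing 10% fetal bovine serum | Doses: One dose, 10 µM in 0.5% DMSO | Times: 6 h compound exposure at 37 °C after overnight seeding | Signal: Luciferase luminescence | Read-out: % activation vs tunicamycin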
UPR XBP1 act: adaptive UPR (XBP1) activation; CHO-XBP1 luciferase reporter, IRE1-XBP1 UPR activation, luminescence; percent of tunicamycin response, DMSO as zero; activation, % at 20 µM; 0.33% of 330,000 active;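 active = versus positive control, 20 µM dose yields 30% or more activation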;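 also: 100% = tunicamycin at 10 µg/mL and 0% = DMSO only wells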
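Test system: CHO-XBP1 luciferase reporter cells | Buffer or medium: Serum-containing F12 medium, 10% FBS | Schedule: 6 h compound exposure at 37 °C, 5% CO2 | Detection: Steady-Glo luciferase glow luminescence, 10 min after reagent addition | Read-out basis: Activation, % of tunicamycin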
APJ agonist: activates the human apelin receptor APJ; 0.11% of 330,000 active; CHO-K1 APJ PathHunter beta-arrestin, luminescence; 0% DMSO wells, 100% apelin; activation, % at 20 µM; P35414;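 active = activation more than six SD over the plate average, tested at 20 µM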;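 also: 0% = DMSO alone and 100% = apelin-13 at 10 nM; some results filed as inactive read as strong as hits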
Target sequence (P35414 whole entry, looked up): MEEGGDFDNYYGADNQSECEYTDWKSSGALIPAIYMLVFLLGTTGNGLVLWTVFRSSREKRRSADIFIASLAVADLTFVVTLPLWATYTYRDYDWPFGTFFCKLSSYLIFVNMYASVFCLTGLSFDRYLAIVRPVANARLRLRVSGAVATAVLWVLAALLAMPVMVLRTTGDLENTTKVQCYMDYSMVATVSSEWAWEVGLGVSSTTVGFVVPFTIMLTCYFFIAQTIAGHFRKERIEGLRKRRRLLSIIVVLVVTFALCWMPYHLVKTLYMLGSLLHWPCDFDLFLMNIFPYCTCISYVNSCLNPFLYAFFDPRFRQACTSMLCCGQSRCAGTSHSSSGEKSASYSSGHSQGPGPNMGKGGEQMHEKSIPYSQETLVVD
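assay system = CHO-K1 APJ beta-arrestin complementation cell line | input = cell density 1000 per well | dosing = compound 20 µM once, DMSO 1% | timing = compound 90 min 25 °C, reagent 1 h | measured by = luminescence from split beta-galactosidase complementation, Galacton Star/Emerald II substrate | read-out basis = APJ agonist activity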
Mdm2 MdmX PPI: inhibitors of human Mdm2/MdmX interaction; SaOS-2 split-luciferase Mdm2/MdmX complementation, luminescence; AID 485346; inhibition, % at 8 µM; 3% of 330,000 active; O15151+Q00987;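 active = inhibition of at least 50% at 8 µM in the primary screen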
TIM10 inh: inhibits growth of TIM10 yeast strain; S. cerevisiae TIM10 strain growth, BacTiter-Glo luminescence, 24 h; inhibition, % at 10 µM; 1.4% of 330,000 active; AID 463195;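 active = inhibition of 40% or more at the single tested concentration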;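 also: wild-type TIM10 isogenic control strain grown at permissive 25 °C; 0% = DMSO yeast wells and 100% = minimal medium wells without yeast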
GRIN3A LBD mod: modulators (binders) of human NR3A ligand-binding domain; Tm shift relative to glycine control, % at 25 µM; 2.5% of 340,000 active; AID 1259313; NR3A LBD differential scanning fluorimetry, Tm shift; 0% = protein alone, 100% = glycine-bound protein;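 active = melting temperature shift of at least 10% of the positive control shift, at one fixed dose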
Numbers without * were called inactive; nt = no result given.

compound,NLRP3 yeast inh,tim23-1 inh,tim10-1 inh,CHOP UPR activ,UPR XBP1 act,APJ agonist,Mdm2 MdmX PPI,TIM10 inh,GRIN3A LBD mod
COc1ccc(/C=C2\CCc3ccccc3C2=O)cc1OC,28,38,33,23,6,-3,7,19,0
Cc1ccc2[nH]c(=O)c(CN(CC3CCCO3)C(=O)c3ccncc3)cc2c1 (stereo not given),3,-4,-6,-0.1,-3,-4,18,3,3
Cc1ccsc1C(=O)OCC(=O)NC1CCCC1,30,-1,-4,0.9,-1,-4,-11,4,1
O=C(COC(=O)c1cc(S(=O)(=O)N2CCOCC2)ccc1O)NCCc1ccccc1,10,16,10,1.6,0,-3,-9,6,-2
CCCC(C)C(=O)Nc1cc([N+](=O)[O-])ccc1Cl (stereo not given),-17,9,4,0.2,-1,-4,1,0,0
O=C(Nc1ccc(S(=O)(=O)N2CCOCC2)cc1)C1CC1,14,11,-6,-0.4,0,1,-13,5,-1
Cc1ccc(CN(C)CC(=O)NC(C)c2ccccc2)cc1 (stereo not given),8,9,11,0.9,-1,-2,-7,13,2
CC(=O)N1CCC(O)(c2cccc(C(F)(F)F)c2)CC1,5,2,6,0.0,3,2,-23,2,-1
Cc1ccc(NC(=O)NC2CCCCC2)cc1Cl,-3,14,4,3.0,0,1,-41,13,-3
CC1CCCN(S(=O)(=O)c2ccc3c(c2)c(=O)nc2ccccn23)C1 (stereo not given),21,3,-7,1.2,-1,0,26,7,-1
CC(=NC1CCCC1)c1c(C)[nH]n(-c2nc3ccccc3s2)c1=O,10,9,19,4.0,2,-3,-32,2,1
Nc1cc(=O)n(Cc2ccccc2)c(=O)n1-c1ccc(Cl)cc1,-4,6,1,1.8,0,-4,-8,9,1
COc1ccccc1-c1c(C)nn2c(N3CCC4(CC3)OCCO4)cc(C)nc12,20,-70,-7,-2.6,-1,-4,18,-24,0
O=C(Nc1ccc(Cl)cc1)c1cc(S(=O)(=O)Nc2ccccn2)ccc1Cl,13,3,-13,-1.4,-7,0,12,3,-14
CC(NS(=O)(=O)c1cccc(C(=O)NCc2ccncc2)c1)c1ccccc1 (stereo not given),8,16,2,1.6,-1,-2,5,-2,-2
CCCN(Cc1ccc(N(C)C)cc1)CC1CC1,5,6,8,0.8,-5,-3,28,10,0
CC(=O)c1cccc(NC(=O)C2CCCN2S(=O)(=O)c2cccc3nsnc23)c1 (stereo not given),4,23,17,-1.2,1,-3,23,1,2
COc1ccccc1NC(=O)c1ccc2nc(-c3ccccc3)c(-c3ccccc3)nc2c1,-9,0,6,2.9,-1,-2,12,-1,10
CCCN(CCC)C(=O)c1cn(CC)c2ccc(S(=O)(=O)N3CCCCC3)cc2c1=O,16,1,-4,1.8,-8,2,12,-8,-1
O=C(Nc1cc(Cl)ccc1-n1cncn1)c1ccc([N+](=O)[O-])o1,10,66*,72*,2.5,1,20,45,48*,0
C#CCOCCOCCOCCNc1nc(N2CCN(C(=O)Cn3cc(CCCN=C(N)N)nn3)CC2)nc(N2CCN(C(=O)[C@H](CCCCN)n3cc(CC(C)O)nn3)CC2)n1 (stereo not given in full),21,10,-1,0.8,2,1,14,-9,1
COc1ccccc1OCc1nc(C#N)c(N2CCCC2)o1,25,16,6,2.3,0,-3,0,-3,1
CN(C)CCCN(C(=O)COc1ccccc1)c1nc2ccc(Cl)cc2s1,11,23,23,-2.0,1,-1,24,20,-3
CCC(=O)Nc1ccc(C(=O)NNC(=O)c2ccc(C)cc2)cc1,5,8,7,2.4,-2,-4,10,-1,-3
Cc1ccccc1NCCC(=O)Nc1ccc(F)cc1,23,11,10,-0.9,0,-2,7,-6,1
Cc1cc(OCC(O)CN2CCOCC2)cc(C)c1Cl (stereo not given),17,10,-16,-1.7,-5,-4,26,-21,1
CSc1ccc(/C=N/NC(=O)c2ccccc2Cl)cc1,18,20,18,7.2,4,-6,-17,6,-2
C=CCn1c(-c2cccc3ccccc23)n[nH]c1=S,13,22,28,-0.5,0,-2,5,36,3
CCCC1(CCC)NC(=O)NC1=O,6,6,6,0.4,-2,-5,37,-18,0
O=C(COC(=O)CCCc1nc2ccccc2s1)Nc1ncc(Cl)cc1Cl,7,22,40,-0.3,-2,-3,-28,16,-4
COc1ccc(/C=N/OCC(=O)N2CC3(C)CC2CC(C)(C)C3)cc1 (stereo not given),10,43,34,2.0,0,3,3,30,0
C/C(=N\NC(=O)CNc1ccc(F)cc1)c1cc2ccccc2o1,17,6,22,2.0,1,-1,18,30,-6
COc1ccc(C(=O)C2CCCN(Cc3ccc(Sc4nncn4C)o3)C2)cc1F (stereo not given),8,-4,-2,-0.7,-1,-3,-10,16,0
O=c1c(-c2ccc(O)cc2)coc2cc(OC3OC(CO)C(O)C(O)C3O)cc(O)c12 (stereo not given),7,10,1,4.9,3,-5,-35,1,3
Cc1ccc(CNC(=O)CCN2C(=O)[C@@H]3Cc4ccccc4CN3C2=O)cc1,6,-3,8,-0.1,0,-2,4,2,-1
O=C(OCCCN=C1NS(=O)(=O)c2ccccc21)c1ccc(F)cc1,1,2,2,0.3,0,-3,10,3,2
Cc1c(C)c2ccc(OCC(=O)N3CCN(c4ccccc4)CC3)cc2oc1=O,15,21,-2,0.6,-4,1,3,3,-1
Cc1cccc(CN2C(=O)CCSc3ccc(Cl)cc32)c1,-21,4,23,1.8,-1,-1,13,-2,-1
O=C(c1ccc(-c2ccccc2)cc1)c1ccc([N+](=O)[O-])cc1,-2,2,-2,-0.7,4,1,-2,1,nt
Cc1ccc(C2(C)NC(=O)N(CC(=O)Nc3ccc(-c4nc5ccc(C)cc5s4)cc3)C2=O)cc1 (stereo not given),8,3,5,1.7,-1,2,-126,-18,2
CC(C)(CC(=O)O)CC(=O)O,14,-6,-19,3.4,2,-3,-16,-10,-2
CCC(C)c1ccc(NC(=S)N2CCN(c3ccccn3)CC2)cc1 (stereo not given),16,11,9,1.0,-7,-5,-11,26,-7
NS(=O)(=O)c1cccc(NC(=O)COC(=O)CN2C(=O)C3CC=CCC3C2=O)c1 (stereo not given),-7,9,-8,-1.9,-1,-1,8,-4,0
Cc1c(C)c2ccc(OCC(=O)N3CC[C@@]4(O)CCCC[C@H]4C3)cc2oc1=O,14,-1,-19,-2.1,0,-3,14,-4,-3
O=C(CCNC(=O)c1ccccc1Cl)Nc1cccc(S(=O)(=O)N2CCCC2)c1,4,-7,0,-1.9,0,-1,-3,4,2
Cn1ccnc1SCC(=O)c1cccc(Br)c1,9,15,26,3.5,2,-5,-20,15,-4
COc1ccc(N2CCN(Cc3nc(N)nc(Nc4ccccc4OC)n3)CC2)cc1,-6,0,20,-1.2,-1,-4,6,8,0
CCCCn1c(=O)[nH]c(=O)c2c1nc(-c1cc(Br)c(OCC)c(OC)c1)n2C,13,-12,-20,-0.4,15,2,27,-9,0
COc1ccc(C)cc1NS(=O)(=O)c1cn(C)nc1C,15,4,-6,-1.1,0,1,23,-1,-5
COc1ccc2c(CC(=O)NNC(=O)c3ccccc3F)coc2c1,19,1,-20,-0.1,-4,-5,-5,-4,-1
CCN(CC)/C(=N\S(=O)(=O)c1ccc(F)cc1)c1ccccc1,8,10,9,-1.3,-1,-1,-4,14,-2
CC(C)CCNC(=O)Cn1cc2c(n1)CCCCC2,-1,15,17,-1.2,1,-4,27,6,-3
O=C(CN1C(=O)COc2ccccc21)N1CCc2ccccc21,10,12,12,-1.7,2,-3,6,1,-2
Cc1ccc(S(=O)(=O)N2CCN(C(=O)Cc3ccc4c(c3)OCCO4)CC2)cc1C,10,25,18,3.1,-1,0,8,28,-7
O=C(Nc1cccnc1)c1cc(-c2ccc(Cl)cc2Cl)on1,2,5,8,0.7,-3,-1,-32,-2,-3
Cn1c(CNc2ccccc2O)nc2ccccc21,25,14,-12,4.1,3,11,-15,-30,2
COc1cc2c(cc1OC)CN(C(=O)c1cc(Cl)nc(Cl)c1)CC2,15,1,-17,-0.6,-2,0,-29,-1,2
O=C(CCCNC(=O)c1ccc(Cl)cc1)Nc1cccc(F)c1,17,-8,-19,1.0,-2,-5,11,-12,0
Cc1ccc(N(C(C)C(=O)O)S(=O)(=O)c2c(C)n[nH]c2C)cc1 (stereo not given),2,-5,-2,2.0,-1,-2,-17,2,0
COc1ccc(C[C@H]2CN3C(=NC[C@H]3C)N2CCNC(=O)c2ccc(C)c(Br)c2)cc1,26,-14,-17,2.0,2,5,31,-5,0

Following part.
compound,NLRP3 yeast inh,tim23-1 inh,tim10-1 inh,CHOP UPR activ,UPR XBP1 act,APJ agonist,Mdm2 MdmX PPI,TIM10 inh,GRIN3A LBD mod
O=C(CSc1nc2ccccc2n1CCc1ccccc1)NC1CC1,-1,17,18,-1.9,-2,-2,-24,26,-2
CN1CCN(/C=N/c2c(C#N)cnn2-c2ccccc2)CC1,8,6,9,-1.4,2,6,-9,1,-1
CCCCN(Cc1ccccc1)C(=O)CCN1C(=O)C2C3C=CC(C3)C2C1=O (stereo not given),-2,9,16,-0.5,-1,-4,22,25,0
Cc1ccc(NC(=O)c2cccc(NC(=O)/C=C/c3ccco3)c2)cc1C,13,17,15,9.1,3,-3,-10,23,15*
O=C(O)c1cc(-n2[nH]c(=O)c3ccccc3c2=O)ccc1Cl,12,-5,-15,0.6,-5,1,6,0,1
Cc1ccc(S(=O)(=O)N2CCC(C(=O)N/N=C/c3cccnc3)CC2)cc1,3,7,12,2.4,-1,-1,-18,-17,-8
COc1ccc([C@H]2CC(=O)C=C(c3ccccc3Oc3ccccc3)C2)cc1,28,17,11,1.2,-1,-4,7,0,-3
CCCSc1nc2c(c(=O)n1CC)SC(C)C2 (stereo not given),-15,8,27,0.1,-2,3,7,3,-1
CCN(CC(=O)Nc1ccc(NC(C)=O)cc1)C(=O)c1ccc2c(c1)OCCO2,6,2,13,-0.4,-3,-3,-12,9,0
C/C(=N\Nc1cc(C)nc(-c2ccccc2O)n1)c1ccccc1O,18,33,26,3.7,20,4,89*,40,26*
Cc1cc(S(=O)(=O)Nc2c(C)nc3nc[nH]n3c2=O)ccc1F,-3,2,-10,0.0,0,-2,9,-4,-1

Random excerpt: 2 compounds from above
compound,NLRP3 yeast inh,tim23-1 inh,tim10-1 inh,CHOP UPR activ,UPR XBP1 act,APJ agonist,Mdm2 MdmX PPI,TIM10 inh,GRIN3A LBD mod
COc1ccc([C@H]2CC(=O)C=C(c3ccccc3Oc3ccccc3)C2)cc1,28,17,11,1.2,-1,-4,7,0,-3
O=C(CSc1nc2ccccc2n1CCc1ccccc1)NC1CC1,-1,17,18,-1.9,-2,-2,-24,26,-2

GRIN3A LBD mod, entries above that show a hit
SMILES	NLRP3 yeast inh	UPR XBP1 act	APJ agonist	Mdm2 MdmX PPI	TIM10 inh	GRIN3A LBD mod
Cc1ccc(NC(=O)c2cccc(NC(=O)/C=C/c3ccco3)c2)cc1C	13	3	-3	-10	23	15*
C/C(=N\Nc1cc(C)nc(-c2ccccc2O)n1)c1ccccc1O	18	20	4	89*	40	26*

An unsorted share of the library; overall some 8.2% were active at least once.
